# Screening data deposited in PubChem BioAssay by several laboratories.
# RT RNaseH block = blocks HIV-1 RNase H cleavage of RNA/DNA duplex. P04585. RT-RNase H RNA/DNA duplex cleavage, fluorescence. inhibition, % at 10 µM. hit rate 1.9% among 65,000; in the data active = inhibition above about 50%
# RmlCD inh mix = RmlC/RmlD inhibition, mixture screen; RmlC/RmlD coupled enzyme inhibition, 384-well mixture HTS; inhibition, % at 5.5 µM; hit rate 0.39% among 110,000; AID 1532; in the data active = inhibition above about 30%, passing the limit was not always enough; also: strong numbers were not always called active
# * hit, by the source's call; x = no result given. An excerpt, so the mix of outcomes need not match the whole.
SMILES,RT RNaseH block,RmlCD inh mix
CCOC(=O)N1c2ccccc2C=CC1OCC (centres undefined),x,-39
Cc1ccc2c(c1)C1CN(C)CCC1N2C(=O)Nc1cccc(C(F)(F)F)c1 (centres undefined),x,39
CCCN(Cc1cc2ccc(C)cc2[nH]c1=O)C(=O)c1cccnc1,1,-28
COc1ccc(S(=O)(=O)N2CCN(C)CC2)cc1Br,-6,-16
CC(NC(=O)COc1ccccc1)C(=O)OCC(=O)c1cc2ccccc2o1 (centres undefined),3,69
Cc1nc(N2CCN(C)CC2)c2c(C)c(C(=O)Nc3ccc(C)c(F)c3)sc2n1,x,8
COc1ccc(C2=NN3C(=O)c4c(ccc(OC)c4OC)C3C2)cc1 (centres undefined),x,-6
CCCCOc1ccc(Cl)cc1Nc1nc(NCCO)nc(N2CCCC2)n1,x,-5
CN(CC(=O)N1CCN(c2ccc(F)cc2)CC1)S(=O)(=O)c1ccc(F)cc1,-7,28
COc1ccc2nc(SCC(=O)Nc3ccc(S(=O)(=O)N4CCCC4)cc3)c(C#N)cc2c1,-1,-11
Cc1cnn(-c2cc(N/N=C/c3ccc(F)cc3)ncn2)c1,x,-9
C/C(Cn1cnc([N+](=O)[O-])n1)=N\NC(=O)c1ccc(F)cc1,x,-12
CN1CCN(C(=O)C2=C[C@H](c3ccc(Br)cc3)C[C@H](OCCCCO)O2)CC1,x,2
COc1ccc(Cl)cc1NC(=O)CN1C(=O)CCS(=O)(=O)c2ccccc21,11,-11
CCc1nc2ccccc2c(C(=O)OCC(=O)Nc2ccc(S(=O)(=O)N3CCOCC3)cc2)c1C,4,x
O=C1CC(=O)CC(c2ccco2)C1,-1,7
CC1CCC(C(=O)NC(C(=O)N2CCc3ccccc3C2)C(C)C)CC1 (centres undefined),x,2
COC(=O)[C@@]1(Cc2ccc(OC)cc2)[C@H]2c3cc(C(=O)N(C)C)[nH]c3C[C@H]2CN1C(=O)c1ccccc1,x,-13
COc1ccc(-c2nnc(SCC(=O)NC(C)c3ccccc3)o2)cc1 (centres undefined),-49,-10
CCC(C)(C)NC(=O)C(C)OC(=O)c1nsc(Cl)c1Cl (centres undefined),x,3
CCOc1ccccc1Cn1c(=O)oc2ccc(C)cc21,-104,-6
COc1ccc(CC(=O)N2CCN(C(=O)c3ccco3)CC2)cc1,13,8
COc1ccc(CCn2c(-c3ccco3)nc3ccccc3c2=O)cc1OC,-7,x
CC(CN1CCOCC1)c1ccccc1 (centres undefined),x,6
O=C(CC1CCCC1)Nc1ccc2c(c1)CCC2,x,3
Cc1nnc(SCC(=O)Nc2ccc3c(c2)OCCO3)n1CC1CCCO1 (centres undefined),-17,1
CC1CN(S(=O)(=O)c2cccs2)CC(C)O1 (centres undefined),-6,40
COC(=O)Cn1nc(-c2ccccc2)n(-c2ccccc2)c1=S,-2,x
CCOc1ccc(N(C(C)C(=O)NC2CCCCCC2)S(C)(=O)=O)cc1 (centres undefined),8,-26
CC1CCCN(C(=O)CSc2nnc3n(C4CCCC4)c(=O)c4ccccc4n23)C1 (centres undefined),9,-2
C=C(CO)CC1CC(O)[C@]2(C)OC3CC4OC5C[C@]6(C)O[C@]7(C)CCC8OC9C[C@]%10(C)OC%11C(C)=CC(=O)OC%11CC%10OC9C[C@@H](C)C8OC7CC6O[C@]5(C)C/C=C\C4OC3CC2O1 (some centres undefined),x,-16
Cn1c(=O)[nH]c(=O)c2[nH]c(NCCCN3CCOCC3)nc21,-4,-15
O=S(=O)(Cc1ccccc1)c1cnc2ccccc2n1,x,9
Cc1ccc(Cn2nnnc2CN2CCC(NC(=O)c3ccc(Br)cc3)CC2)cc1,x,-2
N#CC1=C(C=Nc2ccccc2O)CCC1,-3,-28
O=C(c1cc2c(s1)CCCCCC2)N1CCC2(CC1)OCCO2,2,-22
CCC(Sc1nc(=O)cc(N)n1-c1cccc(C)c1)C(=O)Nc1cc(C)on1 (centres undefined),9,-10
CC1CC(C)CN(C(=O)c2ccc3c(=O)n(Cc4ccc5c(c4)OCO5)c(=S)[nH]c3c2)C1 (centres undefined),x,-10
CO/N=C/NC(=O)c1c(OC)ccnc1Oc1ccccc1,x,4
CN1CCN(C(=O)N2CCNC2=O)CC1,-20,-9
Cn1c(=O)c2c(nc(OCC3COC(C)(C)O3)n2Cc2ccccc2F)n(C)c1=O (centres undefined),-2,-158
O=C(N1CCOCC1)N1CCC(n2nnc3cc(F)ccc32)CC1,84*,14
C/C(NCC(C)(C)CN(C)C)=C(/C#N)C(=O)NCc1ccccc1,-7,84
CCOC(=O)c1sc(/N=C/c2c(O)n(-c3ccccc3)c(=O)[nH]c2=O)c(C#N)c1C,x,4
CC(C)(O)C(O)COc1c2ccoc2cc2oc(=O)ccc12 (centres undefined),x,8
c1ccc(-c2ccc(CN3C[C@@H]4C(c5ccccc5)C5(c6cccnc6)CC4(C5)[C@H]3c3ccccc3)cc2)cc1 (some centres undefined),x,-2
Cc1ccc(Sc2oc(/C=N/n3cnnc3)cc2Br)cc1,-27,5
CC(Sc1nc2ccccc2s1)C(=O)N1CCOCC1 (centres undefined),0,-1
COC(=O)CNC(=O)/C=C/c1ccc(OC)cc1,x,-29
Cc1cccc(OCCn2c(=O)sc3ccccc32)c1,x,9
O=C(Nc1ccc(O)c2c(=O)cc(-c3ccccc3Cl)oc12)c1ccc(F)cc1,x,2
CC(C)c1ccccc1NC(=O)c1cccnc1,-26,3
Cc1cccc(NC(=S)NC2CC3CCC(C2)N3Cc2ccco2)c1 (centres undefined),x,1
COc1ccccc1N1CCN(Cc2nc(N)nc(Nc3ccc(C)c(Cl)c3)n2)CC1,-14,9
CCOc1ccccc1NC(=O)CSc1nnc(-c2ccccn2)n1Cc1ccco1,-18,-11
CS(=O)(=O)N(Cc1ccccc1)c1ccc(C(=O)NC2CCCCC2O)cc1 (centres undefined),4,-5
Cc1ccccc1-n1c(C)nnc1SCC(=O)N1CC(=O)Nc2ccccc21,-2,5
c1nc(N2CCC3(CC2)OCCO3)c2c3c(sc2n1)CCCC3,-10,-22
COc1ccc(CNC(=O)c2cc3c(=O)n4ccccc4nc3n(Cc3ccco3)c2=N)cc1,0,x
O=C(CC(C(=O)N1CCc2ccccc21)n1ccnc1)NCc1ccccc1 (centres undefined),x,-16
# (listing goes on)
SMILES,RT RNaseH block,RmlCD inh mix
Cc1cc(C)n2nc(SCC(=O)Nc3c(C)n(C)n(-c4ccccc4)c3=O)nc2n1,x,10
O=C(O)C1CCN(C(=O)c2scc3c2OCCO3)CC1,-10,-4
O=C(CCn1c(=O)c2sccc2n(CC(=O)OCc2ccccc2)c1=O)NCc1ccco1,-7,-7
O=C(CCN1CCN(C/C=C/c2ccccc2)CC1)Nc1ccccc1,-10,-15
Cc1ccc(NCc2nnc(SCC(N)=O)n2CC2CCCO2)c(C)c1 (centres undefined),x,3
c1ccc(C(CN2CCOCC2)c2ccccc2)cc1,-4,2
CCC(=O)Nc1cccc(NC(=O)CSc2nnc(C3CC3)n2C)c1,4,6
Clc1ccc(Cn2ncc3c(NCc4cccnc4)ncnc32)cc1,-84,-12
NC(=O)C1CCN(C(=O)c2ccc(C(F)(F)F)cc2)CC1,-2,3
CN(CC(=O)NCCC1=CCCCC1)S(=O)(=O)c1ccc2c(c1)c(=O)n(C)c(=O)n2C,-5,-7
COc1ccccc1-c1nnc(SCC(=O)O)n1C,5,13
C[C@@H]1CC[C@@]2(O[C@H](CCO)C[C@H](O)[C@H]2O)O1,x,-19
CCN(CC)C(=O)c1ccc(O)c(OC)c1,-8,16
CC(=O)N(c1ccc2oc(=O)sc2c1)S(=O)(=O)c1cccs1,1,5
O=C(NCc1ccccc1)C12CC3CC(CC(C3)C1)C2,x,-9
COc1ccc(Cl)cc1N(C)C(=O)CCNC(=O)Cn1cnc2ccccc2c1=O,-16,-11
CC1(C)OC(=O)C(=CNn2cnc3ccccc3c2=O)C(=O)O1,-2,-7
CC1(C)Oc2ccc3ccc(=O)oc3c2/C(=C/NC2CCCCC2)C1=O,x,-14
CC(=O)Oc1ccc(CCC(C)OC(C)=O)cc1 (centres undefined),-4,8
COc1cc2c(cc1NC(=O)C(c1ccccc1)c1ccccc1)CCCC2,x,7
CC(=O)Oc1ccc2occ(C(=O)c3cccs3)c2c1,-50,-14
Cc1cccc(OCc2nnc(SCC(=O)Nc3sc(C)c(C)c3C#N)n2C)c1,5,-5
COc1ccc(CN(C(=O)c2oc3ccccc3c2C)C2CCS(=O)(=O)C2)cc1 (centres undefined),-13,-8
Cc1ccnc(NC(=O)CCc2c(C)nc3ncnn3c2C)c1,-18,5
COc1cc(S(=O)(=O)NC2CCCC2)ccc1Cl,-11,1
COc1cc(C)c(N)cc1C(C)C,-2,-12
COC(=O)C1=C(C)NC(=O)/C1=C\c1cc(C)n(-c2ccccc2C)c1C,x,-3
COc1cc(/C=C2\SC(=S)N(Nc3ccccc3)C2=O)cc(OC)c1OC,x,-6
Fc1ccc(Cn2nnnc2CN2CCc3ccccc3C2)cc1,-3,-15
O=C(Nc1ccc(C(F)(F)F)cc1)c1cccn(Cc2ccc3c(c2)OC(F)(F)O3)c1=O,x,-2
CC(C)(O)P(C)(=O)c1ccccc1 (centres undefined),3,-4
CCOC(=O)c1cnn(-c2nc(C)nc3sc4c(c23)CCC4)c1N,-7,x
COc1ccc(NC(=O)CSc2nnc(C3CCCCC3)o2)c(OC)c1,x,0
Cc1c(N=C2C(=O)Nc3ccccc32)c(=O)n(-c2ccccc2)n1C,-1,-8
O=C(CSc1nc2sc3c(c2c(=O)n1Cc1ccco1)CCC3)N1CCc2ccccc21,40,x
Cn1c(Cn2c(=O)sc3ccccc32)nnc1SCc1ccc(F)cc1,-11,12
COc1ccccc1C1c2c(oc3ccc(Cl)cc3c2=O)C(=O)N1c1cc(C)on1 (centres undefined),51*,x
N/C(Cc1cccs1)=N\OC(=O)COc1ccccc1Cl,x,-8
Cc1ccc(-c2nc(CS(=O)CC(=O)NCCN(CC(C)C)CC(C)C)c(C)o2)cc1 (centres undefined),6,2
Cc1cc(C)n(-c2nc(N(c3ccccc3)c3ccccc3)nc(-n3nc(C)cc3C)n2)n1,x,-22
C/C=C(/C)C(=O)Nc1cccc(C2=NOC3(C2)C[C@@H](C(N)=O)N(C(=O)c2ccc(OC)cc2)C3)c1 (some centres undefined),x,7
COc1ccccc1N=c1oc2c(OC)cccc2cc1C(=O)NCc1ccco1,70*,3
CCOC(=O)c1[nH]c(C)c(C(=O)NC)c1C,-3,10
CCCOc1ccc(CSC(CC(=O)O)C(=O)O)cc1 (centres undefined),4,3
CC1=CC(C)(C)NC(=S)N1c1ccc2ccccc2c1,x,4
CCCc1nc(SCC(=O)N2CCC(Cc3ccccc3)CC2)c2c(=O)n(C)c(=O)n(C)c2n1,-33,-6
O=C(C1=C[C@H](C2CC2)C[C@H](OCCCCO)O1)N1CCN(Cc2ccc3c(c2)OCO3)CC1,x,3
c1ccc(-c2noc(COc3ccc4c(c3)OCO4)n2)cc1,11,5
CCCN1C2=C(C(=O)CCC2)C(c2ccc(O)c(Br)c2)C2=C1CCCC2=O,18,12
CC1=CC(C)(C)N=C(NC#N)N1,-10,-1
COc1cc(OC)cc(C(=O)Nc2nc3ccccc3[nH]2)c1,x,-13
COc1ccc(CC(=O)OCc2cc3ccccc3[nH]c2=O)cc1,-45,-6
CCO[C@@H]1OC(C(N)=O)=C[C@H](C2CCCCC2)[C@H]1CCCO,x,-8
CCOC(=O)c1c(-c2cccs2)csc1NC(=O)C(C)(C)C,x,6
O=C(CSc1nc2c(sc3ccccc32)c(=O)n1Cc1ccccc1)NCC1CCCO1 (centres undefined),x,-5

# As a working copy, 20 of the compounds above:
SMILES,RT RNaseH block,RmlCD inh mix
O=C(CSc1nc2sc3c(c2c(=O)n1Cc1ccco1)CCC3)N1CCc2ccccc21,40,x
Cn1c(Cn2c(=O)sc3ccccc32)nnc1SCc1ccc(F)cc1,-11,12
COc1ccccc1C1c2c(oc3ccc(Cl)cc3c2=O)C(=O)N1c1cc(C)on1 (centres undefined),51*,x
N/C(Cc1cccs1)=N\OC(=O)COc1ccccc1Cl,x,-8
Cc1ccc(-c2nc(CS(=O)CC(=O)NCCN(CC(C)C)CC(C)C)c(C)o2)cc1 (centres undefined),6,2
Cc1cc(C)n(-c2nc(N(c3ccccc3)c3ccccc3)nc(-n3nc(C)cc3C)n2)n1,x,-22
C/C=C(/C)C(=O)Nc1cccc(C2=NOC3(C2)C[C@@H](C(N)=O)N(C(=O)c2ccc(OC)cc2)C3)c1 (some centres undefined),x,7
COc1ccccc1N=c1oc2c(OC)cccc2cc1C(=O)NCc1ccco1,70*,3
CCOC(=O)c1[nH]c(C)c(C(=O)NC)c1C,-3,10
CCCOc1ccc(CSC(CC(=O)O)C(=O)O)cc1 (centres undefined),4,3
CC1=CC(C)(C)NC(=S)N1c1ccc2ccccc2c1,x,4
CCCc1nc(SCC(=O)N2CCC(Cc3ccccc3)CC2)c2c(=O)n(C)c(=O)n(C)c2n1,-33,-6
O=C(C1=C[C@H](C2CC2)C[C@H](OCCCCO)O1)N1CCN(Cc2ccc3c(c2)OCO3)CC1,x,3
c1ccc(-c2noc(COc3ccc4c(c3)OCO4)n2)cc1,11,5
CCCN1C2=C(C(=O)CCC2)C(c2ccc(O)c(Br)c2)C2=C1CCCC2=O,18,12
CC1=CC(C)(C)N=C(NC#N)N1,-10,-1
COc1cc(OC)cc(C(=O)Nc2nc3ccccc3[nH]2)c1,x,-13
COc1ccc(CC(=O)OCc2cc3ccccc3[nH]c2=O)cc1,-45,-6
CCO[C@@H]1OC(C(N)=O)=C[C@H](C2CCCCC2)[C@H]1CCCO,x,-8
CCOC(=O)c1c(-c2cccs2)csc1NC(=O)C(C)(C)C,x,6
